PKM2 act: activators of human pyruvate kinase M2 | P14618 | purified PKM2, Kinase-Glo ATP luminescence, activation; response scale: 0% is enzyme alone, no compound | Potency, µM (titrated, usually from 57.5 µM), for inactives: at the highest dose activation, usual class: activators | 0.34% of 260,000 active | AID 1631; also: potency is read from the fitted curve at half-maximal effect; % is scaled to controls: 0 for no effect and ±100 for the full control effect; nearly all actives have a fitted effect of over 55% in size
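ATP formation by purified human PK-M2, quantified via coupled luciferase luminescence after 1 h at room temperature with 0.1 mM ADP and 0.5 mM PEP final.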
RORg inh: blocks mouse ROR gamma transcriptional activity. P51450. Drosophila S2 Gal4-RORgamma UAS-luciferase reporter, 20 h. Potency, µM (top dose mostly 53.6 µM), without a hit: at the highest dose activity change, negative = inhibition, hits mostly inhibitors. 5.4% of 310,000 active. AID 2551; also: potency is read from the fitted curve at half-maximal effect; % is scaled to controls: 0 for no effect and ±100 for the full control effect; nearly all actives have a fitted effect of over 60% in size
Target sequence (P51450 whole entry, looked up, the tested form may be a part): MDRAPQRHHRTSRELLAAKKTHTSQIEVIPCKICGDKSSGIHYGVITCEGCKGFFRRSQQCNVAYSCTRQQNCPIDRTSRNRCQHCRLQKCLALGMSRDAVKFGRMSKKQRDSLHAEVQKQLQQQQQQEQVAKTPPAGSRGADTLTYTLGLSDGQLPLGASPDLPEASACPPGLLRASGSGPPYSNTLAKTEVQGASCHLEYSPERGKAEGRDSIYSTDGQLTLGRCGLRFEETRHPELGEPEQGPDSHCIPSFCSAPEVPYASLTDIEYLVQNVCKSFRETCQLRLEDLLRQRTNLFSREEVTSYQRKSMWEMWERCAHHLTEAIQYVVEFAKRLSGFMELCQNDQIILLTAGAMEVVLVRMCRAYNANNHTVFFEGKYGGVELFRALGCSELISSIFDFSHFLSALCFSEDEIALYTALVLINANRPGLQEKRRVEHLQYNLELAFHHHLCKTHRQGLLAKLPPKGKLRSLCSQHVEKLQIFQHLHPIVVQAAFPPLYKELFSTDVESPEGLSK
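In this cell-based reporter format, copper sulfate (700 uM final) drives Gal4–ROR gamma fusion expression from a metallothionein promoter in Drosophila Schneider cells; compounds preincubated 1 hr, reporter read after 20 hr at ambient temperature.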
KCNH2 3.1 inh: blocks the human KCNH2 3.1 channel isoform. activity change, % (tested at about 1.8 µM). 0.95% of 340,000 active. U2OS KCNH2 3.1, thallium flux FluxOr; hits give low values;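 active = maximum activity change below -70%; inconclusive = maximum activity change from -70% to -50%; inactive = maximum activity change above -50%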;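 also: thallium influx rate constant from kinetic fluorescence after stimulation buffer; % is scaled to controls: 0 for no effect and ±100 for the full control effect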
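Normalized rate constant (relative to positive and negative DMSO controls) derived from a 2 min kinetic fluorescence read after stimulation; U2OS cells expressing the 3.1 isoform via virus at 1.77 x 10^8 /mL.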
Mito fusion act: blocks mitochondrial division or promotes mitochondrial fusion; S. cerevisiae fusion-defective mutant growth rescue, CellTiterGlo 48 h; Potency, µM (highest dose often 46.1 µM), inactives show top-dose growth rescue (activation), usual class: activators; 0.23% of 320,000 active; AID 485298;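 also: potency is read from the fitted curve at half-maximal effect; % of control where 0% means no effect; nearly all actives have a fitted effect of over 45% in size; temperature-sensitive fusion mutants such as fzo1-1 at 37 °C on non-fermentable ethanol glycerol medium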
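Growth-rescue viability read-out: after 48 h at the non-permissive 37C in glycerol/ethanol YPEG, yeast mitochondrial fusion mutants are measured by CellTiterGlo luminescence; compounds (23 nl pinned per well) restoring growth score as division inhibitors or fusion activators.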
Rab9 prom act: activators of Rab9 promoter; Huh7 Rab9 promoter-luciferase reporter, luminescence, 24 h; Potency, µM (top dose mostly 9.22 µM), inactives show at the highest dose activation, negative = inhibition, hits mostly activators; 2.8% of 320,000 active; also: potency is read from the fitted curve at half-maximal effect; % of control where 0% means no effect; nearly all actives have a fitted effect of over 60% in size
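Using Huh7 cells stably transfected with Rab9 promoter–luciferase, compounds were incubated 24 h at 37 °C, 5% CO2; luciferase luminescence was read 10 min after reagent addition.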
FLuc modulator: counter-screen for miR-21 project: firefly luciferase inhibitors or activators; P08659; purified FLuc, Km substrates, luminescence inhibition; Potency, µM (top dose mostly 57.5 µM), for the others: top-dose activity change, negative = inhibition, actives largely listed as inhibitors; 6.9% of 360,000 active; AID 588342;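 also: potency is read from the fitted curve at half-maximal effect; plate controls were vehicle for no effect and reference inhibitor for full effect; nearly all actives have a fitted effect of over 55% in size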
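Purified P. pyralis luciferase, 10 nM final, with Km-level 10 uM D-luciferin and 10 uM ATP in 50 mM Tris acetate pH 7.5, 10 mM Mg acetate, 0.01% Tween-20, 0.05% BSA; 6-point qHTS titration about 60 µM downward; luminescence read.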
Menin MLL FP TR: displaces Texas Red mutant MLL peptide from human menin. Potency, µM (top dose mostly 61.6 µM), for the others: top-dose FP activity change, negative = inhibition, actives largely listed as inhibitors. O00255. 0.23% of 270,000 active. Menin + Texas Red MLL mutant peptide, fluorescence polarization; active = well fitted inhibition curve with a large enough effect in the polarisation, with a control signal flat, not every such curve was filed as active; inconclusive = small, poorly fitted or top-dose-only effect, or effect the other way, or a change in a side signal; inactive = no such curve, though single readings can be large or run the other way; the % refers to the polarisation; also: potency is read from the fitted curve at half-maximal effect; % of control where 0% means no effect; many of its hits are not listed in these tables
NPC1 promoter act: NPC1 promoter activation; 2.4% of 320,000 active; Potency, µM (titrated, usually from 9.22 µM), for the others: at the top dose activation, actives largely listed as activators; Huh7 NPC1 promoter luciferase reporter, 24 h;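 also: potency is read from the fitted curve at half-maximal effect; % of control where 0% means no effect; nearly all actives have a fitted effect of over 60% in size; reporter is driven by a mutant NPC1 promoter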
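Luminescence from an NPC1 promoter-driven luciferase reporter in stably transfected Huh7 cells was measured after 24 h compound treatment at 37 °C, followed by 10 min ambient incubation with luciferase detection reagent.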
Gal4-VP16 FLuc: Gal4-VP16 reporter inhibition counter-screen. Drosophila S2 Gal4-VP16 UAS-luciferase, luminescence, 20 h. Potency, µM (series often up to 53.6 µM), inactives show at the highest dose activity, negative = inhibition, usual class: inhibitors. 3.5% of 310,000 active. AID 2546;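 also: Gal4-VP16 expression switched on by copper sulfate through the metallothionein promoter; potency is read from the fitted curve at half-maximal effect; % is scaled to controls: 0 for no effect and ±100 for the full control effect; nearly all actives have a fitted effect of over 50% in size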
ELG1 DNA repair: ELG1-dependent DNA repair inhibition | AID 504467 | 2.3% of 330,000 active | Potency, µM (top dose mostly 46.1 µM), for the others: at the highest dose activity change, negative = inhibition, usual class: inhibitors | HEK293T ELG1-luciferase reporter, luminescence, 16 h; DNA damage induced by 5-fluorouridine; also: potency is read from the fitted curve at half-maximal effect; % is scaled to controls: 0 for no effect and ±100 for the full control effect; nearly all actives have a fitted effect of over 55% in size
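DMSO vehicle served as the neutral condition. Each well held 2,000 cells given 5-fluorouridine plus compound; after 16 hr at 37 °C/5% CO2, ONE-Glo was added and luciferase measured 30 min later.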
MBNL1 CUG block: MBNL1-poly(CUG) RNA binding inhibition | AID 2675 | TR-FRET MBNL1-His/biotin-(CUG)12 binding, 665/545 ratio | Potency, µM (top dose mostly 57.5 µM), for inactives: at the highest dose activity change, negative = inhibition, most hits filed as inhibitors | 0.036% of 280,000 active | Q9NR56; active = well fitted inhibition curve with a large enough effect in the signal ratio, with a control signal flat, not every such curve was filed as active; inconclusive = small, poorly fitted or top-dose-only effect, or effect the other way, or a change in a side signal; inactive = no such curve, though single readings can be large or run the other way; the % refers to the signal ratio; also: potency is read from the fitted curve at half-maximal effect; % is scaled to controls: 0 for no effect and ±100 for the full control effect
Target sequence (Q9NR56 whole entry, looked up): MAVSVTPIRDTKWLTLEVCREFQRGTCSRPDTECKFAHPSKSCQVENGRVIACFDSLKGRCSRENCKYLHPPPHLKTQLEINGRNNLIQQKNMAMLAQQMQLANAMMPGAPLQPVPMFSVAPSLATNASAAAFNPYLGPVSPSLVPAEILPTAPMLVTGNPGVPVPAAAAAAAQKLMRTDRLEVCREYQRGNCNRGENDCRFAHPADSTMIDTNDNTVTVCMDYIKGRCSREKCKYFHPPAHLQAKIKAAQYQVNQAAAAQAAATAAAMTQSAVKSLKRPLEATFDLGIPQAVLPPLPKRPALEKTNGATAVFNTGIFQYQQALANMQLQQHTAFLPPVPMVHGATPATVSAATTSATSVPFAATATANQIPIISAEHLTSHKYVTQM
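TR-FRET between His-tagged MBNL1 and biotin-(CUG)12 RNA, detected with Tb anti-His antibody (0.055 ng/ul) and streptavidin-XL665 (5 nM), 60 min at room temperature. Compounds titrated 92 nM to 58 uM; 665/545 nm ratio normalized to buffer and complex controls.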
Active calls of the source: *; & = joins results of further samples. Unless noted, calls follow the shape of the dose curve; as a rule, active = well fitted curve in the direction sought with a large enough effect; inconclusive = small, poorly fitted or top-dose-only effect, or another doubt; inactive = no such curve, though single readings can be large; an effect the other way counts as inactive or inconclusive.

What do the screens show for `CC(C)(C)CN1C(N)=NC[C@H]1Cc1ccc(O)cc1`?
PKM2 act: 8%; RORg inh: -16%; KCNH2 3.1 inh: 1; Mito fusion act: 13%; Rab9 prom act: 0%; FLuc modulator: -1%; NPC1 promoter act: -1%; Gal4-VP16 FLuc: inconclusive; ELG1 DNA repair: 0%; MBNL1 CUG block: -5%

How did O=C(Nc1cccc2c1CCCC2)C1CCCN(S(=O)(=O)c2cccc3nonc23)C1 (stereo unspecified) do in these assays?
PKM2 act: -2%; RORg inh: -27%; KCNH2 3.1 inh: -15; Mito fusion act: 0%; FLuc modulator: 8%; Menin MLL FP TR: 5%; Gal4-VP16 FLuc: -8%; MBNL1 CUG block: 1%

What do the screens show for `COc1ccc(N2CCN(C(=O)C3CCN(S(=O)(=O)c4cccs4)CC3)CC2)cc1`?
PKM2 act: -1%; RORg inh: 37%; KCNH2 3.1 inh: 11; Mito fusion act: 7%; Rab9 prom act: -1%; FLuc modulator: 0%&0%; Menin MLL FP TR: 1%; NPC1 promoter act: -6%; Gal4-VP16 FLuc: 9%; ELG1 DNA repair: 0%; MBNL1 CUG block: 7%

What do the screens show for `COC(=O)N1CCN(c2ccc(C(C)=O)cc2)CC1`?
PKM2 act: 6%; RORg inh: 29%; KCNH2 3.1 inh: -2; Mito fusion act: -5%; Rab9 prom act: -1%; FLuc modulator: 0%; Menin MLL FP TR: 3%; NPC1 promoter act: -5%; Gal4-VP16 FLuc: 0%; ELG1 DNA repair: inconclusive; MBNL1 CUG block: 7%

What do the screens show for `CNC(=O)c1[nH]cnc1C(=O)N[C@@H](CC(C)C)C(=O)OCc1ccccc1`?
PKM2 act: -2%; RORg inh: 10µM*; KCNH2 3.1 inh: -7; Mito fusion act: 1%; Rab9 prom act: 10%; FLuc modulator: 0%; Menin MLL FP TR: -8%; NPC1 promoter act: -1%; Gal4-VP16 FLuc: inconclusive; ELG1 DNA repair: -7%; MBNL1 CUG block: 0%

What do the screens show for `COc1cc2c(cc1OC)CN(C(=O)CC1CC3CCC1C3)CC2` (stereo unspecified)?
PKM2 act: 0%; RORg inh: 13%; KCNH2 3.1 inh: -7; Mito fusion act: 1%; Rab9 prom act: -6%; FLuc modulator: -1%; Menin MLL FP TR: -20%; NPC1 promoter act: 0%; Gal4-VP16 FLuc: 5%; ELG1 DNA repair: -4%; MBNL1 CUG block: -4%

What do the screens show for `Cc1onc(-c2ccccc2)c1C(=O)Nc1sccc1C#N`?
PKM2 act: 0%; RORg inh: -4%; KCNH2 3.1 inh: -16; Mito fusion act: -14%; Rab9 prom act: 2%; FLuc modulator: 3%; Menin MLL FP TR: 1%; NPC1 promoter act: 3%; Gal4-VP16 FLuc: 23%; ELG1 DNA repair: -18%; MBNL1 CUG block: 6%

How did Cc1ccc(N2CCN(C(=O)CN3C(=O)c4ccccc4C3=O)CC2)cc1 do in these assays?
PKM2 act: 6%; RORg inh: -21%; KCNH2 3.1 inh: 2; Mito fusion act: -5%; Rab9 prom act: -4%; FLuc modulator: -2%; NPC1 promoter act: -3%; Gal4-VP16 FLuc: -8%; ELG1 DNA repair: -2%; MBNL1 CUG block: 27%

Results for CC[n+]1c(C)sc2cc(C)ccc21 ?
PKM2 act: 6%; RORg inh: -1%; KCNH2 3.1 inh: 15; Mito fusion act: 24%; Rab9 prom act: -10%; FLuc modulator: -15%; Menin MLL FP TR: -9%; NPC1 promoter act: -3%; Gal4-VP16 FLuc: 8%; ELG1 DNA repair: 8%; MBNL1 CUG block: 6%

Results for CCN(c1ccc(F)cc1)S(=O)(=O)c1ccc2[nH]cc(C(=O)NCCCN3CCOCC3)c(=O)c2c1 ?
PKM2 act: 1%; RORg inh: 9%; KCNH2 3.1 inh: -4; Mito fusion act: 2%; Rab9 prom act: 21%; FLuc modulator: -3%; Menin MLL FP TR: 0%; NPC1 promoter act: -7%; Gal4-VP16 FLuc: -5%; ELG1 DNA repair: 4%; MBNL1 CUG block: -5%

How did Cc1cc(C)cc(N(C(=O)CNC(=O)c2ccco2)C(C(=O)NC2CCCC2)c2cccnc2)c1 (stereo unspecified) do in these assays?
PKM2 act: -5%; RORg inh: 30%; KCNH2 3.1 inh: 4; Mito fusion act: 5%; Rab9 prom act: -2%; FLuc modulator: 2%; Menin MLL FP TR: 0%; NPC1 promoter act: 0%; Gal4-VP16 FLuc: 2%; ELG1 DNA repair: -11%; MBNL1 CUG block: 3%

How did O=C1Nc2c(c(=O)[nH]c(=O)n2-c2ccccc2F)C(C(F)(F)F)(C(F)(F)F)N1 do in these assays?
PKM2 act: 5%; RORg inh: 34%; KCNH2 3.1 inh: 2; Mito fusion act: -1%; Rab9 prom act: -4%; FLuc modulator: 1%; Menin MLL FP TR: 13%; NPC1 promoter act: 0%; Gal4-VP16 FLuc: 6%; ELG1 DNA repair: 0%; MBNL1 CUG block: -6%

Results for Cc1cccc(OCC(=O)OCC(=O)NCC2CCCO2)c1C (stereo unspecified) ?
KCNH2 3.1 inh: 10; Mito fusion act: -2%; Rab9 prom act: 3%; NPC1 promoter act: 0%; ELG1 DNA repair: 7%

Results for CC(C)(C)c1cc(NS(=O)(=O)c2ccc(Br)s2)no1 ?
PKM2 act: -7%; RORg inh: 18%; KCNH2 3.1 inh: 9; Mito fusion act: 7%; Rab9 prom act: -4%; FLuc modulator: 1%; Menin MLL FP TR: 21%; NPC1 promoter act: 1%; Gal4-VP16 FLuc: -18%; ELG1 DNA repair: 2%; MBNL1 CUG block: 0%

Results for COc1ccc(N2C(=O)CC(NNC(=O)c3ccc(Br)s3)C2=O)cc1 (stereo unspecified) ?
PKM2 act: 1%; RORg inh: 3%; KCNH2 3.1 inh: -16; Mito fusion act: -2%; Rab9 prom act: 0%; FLuc modulator: -1%; Menin MLL FP TR: -15%; NPC1 promoter act: 2%; Gal4-VP16 FLuc: -5%; ELG1 DNA repair: 6%; MBNL1 CUG block: 0%

What do the screens show for `Cc1cccc(C(=O)OCC(=O)NCC2COc3ccccc3O2)c1` (stereo unspecified)?
KCNH2 3.1 inh: 3; Mito fusion act: 9%; Rab9 prom act: -4%; FLuc modulator: 2%; NPC1 promoter act: 1%; ELG1 DNA repair: 8%

Results for Cc1ccc(C(=O)NCC(=O)OC(C)C(=O)Nc2ccc(N(C)C)cc2)cc1C (stereo unspecified) ?
PKM2 act: 4%; RORg inh: -1%; KCNH2 3.1 inh: -3; Mito fusion act: -4%; Rab9 prom act: 26%; FLuc modulator: -17%; Menin MLL FP TR: -18%; NPC1 promoter act: -2%; Gal4-VP16 FLuc: -5%; ELG1 DNA repair: 30%; MBNL1 CUG block: -5%

Results for Cc1ccccc1-c1nc(CN2CCC(C(=O)NCCN3CCOCC3)CC2)c(C)o1 ?
RORg inh: -15%; KCNH2 3.1 inh: 15; Mito fusion act: 8%; Rab9 prom act: 0%; FLuc modulator: 3%; Menin MLL FP TR: -11%; NPC1 promoter act: 2%; Gal4-VP16 FLuc: -2%; ELG1 DNA repair: 10%; MBNL1 CUG block: inconclusive

How did CC1CCCCN1CCCNc1c(C=O)c(=O)[nH]c2ccccc12 (stereo unspecified) do in these assays?
PKM2 act: -8%; RORg inh: 12%; KCNH2 3.1 inh: -3; Mito fusion act: 3%; Rab9 prom act: 0%; FLuc modulator: 3%; Menin MLL FP TR: inconclusive; NPC1 promoter act: -2%; Gal4-VP16 FLuc: 5%; ELG1 DNA repair: 2%; MBNL1 CUG block: 1%

Bioassay records from PubChem BioAssay.

Not all compounds are listed, so the mix of outcomes need not match the whole.
